STAT1 inh: inhibitors of IFN-gamma induced STAT1 signaling; NIH 3T3 STAT1-luciferase reporter, luminescence; inhibition, % at 5.5 µM; 200,000 compounds, 0.35% hits;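 active = inhibition above a set limit, the mean inhibition across all tested compounds plus 3 SD, cut at about 34% in these data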;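 also: 0% = IFN-gamma with DMSO and 100% = IFN-gamma with 300 µM nifuroxazide; values of inactives mirror those of a sister screen read the other way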
PPARg SRC1 recr: agonists of human PPARgamma SRC-1 coactivator recruitment. P37231. PPARgamma-SRC-1 coactivator recruitment biochemical assay. activation, % at 8 µM. 200,000 compounds, 0.41% hits; in the data active = activation above about 19%;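 also: 0% = DMSO and 100% = reference agonist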
STAT3 blocker: inhibitors of IL-6 induced STAT3 signaling; U3A cells, IL-6 STAT3-luciferase reporter, luminescence; host cell line lacks STAT1; inhibition, % at 5.5 µM; 190,000 compounds, 0.89% hits;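 active = inhibition above the mean inhibition across all screened compounds plus 3 SD, cut at about 44% in these data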;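 also: 0% = DMSO only wells and 100% = 100 µM nifuroxazide control wells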
STAT3 act: activators of IL-6 induced STAT3 signaling | U3A cells, IL-6 STAT3-luciferase reporter, luminescence; 100% = signal with IL-6 EC80 alone | activation (% of control), % at 5.6 µM | 190,000 compounds, 0.91% hits;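 active = activation above the screen-wide mean of compound activation plus 3 SD, cut at about 130% in these data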;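 also: 0% = background luminescence of wells with medium and substrate only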
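System – human U3A cells carrying STAT3-luciferase construct · Probe or stimulus – Interleukin-6, 33 ng/mL · Schedule – compound 1 h, then IL-6 6 h at 37 °C · Signal – luminescence from STAT3-driven luciferase reporter · Evaluation – percent of IL-6-only median luminescence · Benchmarks – IL-6-only high control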
TR-FRET SRC-2 ct: counter-screen for PPARgamma SRC-2 recruitment agonists: TR-FRET artefact; 200,000 compounds, 0.4% hits; hits give high values; TR-FRET ratio at 8 µM; in the data active = TR-FRET ratio above about 2000; also: inactives centre near 1500
TNAP act hi DEA: increases human TNAP activity under high phosphate acceptor concentration. AID 1136. P05186. activation factor at 20 µM. purified TNAP, CDP-star luminescence, 1 M DEA, 30 min; hits give high values; 0 = EDTA background, 1 = DMSO-only activity. 200,000 tested, under 10 active;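 active = activation factor at least 2 at 20 µM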
Target sequence (P05186 whole entry, looked up): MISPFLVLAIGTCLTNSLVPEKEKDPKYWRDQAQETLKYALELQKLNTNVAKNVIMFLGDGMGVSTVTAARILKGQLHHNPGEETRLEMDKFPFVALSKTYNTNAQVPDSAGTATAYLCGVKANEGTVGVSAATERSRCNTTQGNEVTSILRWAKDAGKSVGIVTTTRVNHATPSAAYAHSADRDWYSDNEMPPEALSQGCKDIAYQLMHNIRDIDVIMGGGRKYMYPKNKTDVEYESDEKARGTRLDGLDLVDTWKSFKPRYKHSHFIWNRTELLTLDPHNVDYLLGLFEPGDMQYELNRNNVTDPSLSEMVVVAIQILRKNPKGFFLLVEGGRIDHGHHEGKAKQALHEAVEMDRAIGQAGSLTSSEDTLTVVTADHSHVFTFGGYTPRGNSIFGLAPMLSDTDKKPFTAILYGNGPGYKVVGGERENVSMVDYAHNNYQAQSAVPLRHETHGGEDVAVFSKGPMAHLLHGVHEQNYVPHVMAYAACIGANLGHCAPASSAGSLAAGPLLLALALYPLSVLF
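Dosing: 20 µM single point. System: human TNAP. Amount: TNAP 1/800 final. Incubation: 30 min, room temperature. Read-out: TNAP activation factor scaled between EDTA and DMSO control wells. Signal: luminescence from CDP-star hydrolysis. Medium: 1 M DEA, pH 9.8, Mg2+, Zn2+. Control set: EDTA negative control, DMSO positive control.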
ROMK mod: modulates human ROMK potassium channel activity | AID 1918 | 130,000 compounds, 2% hits | Tet-inducible ROMK, thallium flux fluorescence; actives lie on both sides | B-score at 10 µM | P48048;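 active = signal ratio slope over the read window, or its plate-corrected B-score, at least 3 SD from the plate mean, either direction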;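 also: B-score of the F/F0 ratio slope over 7 to 12 s after thallium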
Target sequence (P48048 whole entry, looked up): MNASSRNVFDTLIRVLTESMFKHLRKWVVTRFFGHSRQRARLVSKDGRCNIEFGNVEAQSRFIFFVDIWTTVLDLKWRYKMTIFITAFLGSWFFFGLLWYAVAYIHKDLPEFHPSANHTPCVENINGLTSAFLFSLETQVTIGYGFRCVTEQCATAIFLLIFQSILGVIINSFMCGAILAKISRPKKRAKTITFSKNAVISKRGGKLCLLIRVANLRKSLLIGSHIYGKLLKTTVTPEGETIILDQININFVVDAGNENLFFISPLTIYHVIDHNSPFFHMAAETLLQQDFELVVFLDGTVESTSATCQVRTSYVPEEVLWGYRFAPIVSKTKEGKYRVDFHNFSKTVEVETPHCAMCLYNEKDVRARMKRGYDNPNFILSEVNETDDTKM
PPARg SRC-3 ag: promotes SRC-3 coactivator recruitment by human PPARgamma; P37231; biochemical PPARgamma/SRC-3 coactivator recruitment assay; activation, % at 8 µM; 200,000 compounds, 0.26% hits; AID 731; in the data active = activation above about 23%;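 also: 0% = DMSO and 100% = reference agonist; some compounds past the cut are filed as inactive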
bIAP inh: blocks bovine intestinal alkaline phosphatase activity; inhibition, % at 20 µM; 190,000 tested, under 10 active; purified bovine IAP, CDP-star luminescence, 30 min;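 active = over 50% inhibition of intestinal alkaline phosphatase at 20 µM in the single-dose screen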
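Assay system: bovine IAP enzyme; medium: DEA buffer 100 mM, pH 9.8, with MgCl2 1.0 mM, ZnCl2 0.02 mM; doses: 20 µM single dose; incubation: enzyme reaction for 30 min at room temperature; detection: CDP-star luminescence signal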
PPARg SRC2 recr: PPARgamma-driven SRC-2 recruitment agonism | P37231 | PPARgamma LBD-SRC-2 recruitment, biochemical | activation, % at 8 µM | 200,000 compounds, 0.34% hits | AID 1032; in the data active = activation above about 22%;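 also: 0% = vehicle and 100% = reference agonist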
bIAP act: increases bovine intestinal alkaline phosphatase activity; purified bovine IAP, CDP-star luminescence, 30 min; hits give high values; fold of DMSO-control signal, blank-subtracted; activation factor at 20 µM; 200,000 compounds, 0.17% hits; AID 1016;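 active = activation factor of 2 or more at 20 µM, a signal rise over negative controls twice the positive control's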
* = called active by the depositor; nt = not tested or not shown; & = joins results of further samples.

SMILES	PPARg SRC1 recr	PPARg SRC-3 ag	ROMK mod	TNAP act hi DEA	STAT3 blocker	STAT3 act	STAT1 inh	bIAP act	bIAP inh	TR-FRET SRC-2 ct	PPARg SRC2 recr
NC(=O)NC(=O)COC(=O)c1ccccc1Oc1ccccc1	-2.8	2.0	0.0843	1.1	6.6	98.1	10.4	1	-1.4	1419	-0.5
COc1cccc(C(c2nnnn2Cc2ccco2)N2CCN(Cc3ccccc3)CC2)c1OC (stereo unspecified)	11.2	-0.2	-2.25	1.1	-2.9	107.7	0.1	1	0.3	1563	0.8
CC(C)Oc1ccc(NC(=O)CCC(=O)O)cc1	-2.1	12.2	nt	1.1	-6.9	106.8	2.5	1	0.0	1566	3.4
O=C(NC1CC1)C1=C[C@@H](c2ccc(Br)cc2)C[C@@H](OCCCCO)O1	12.4	2.5	nt	1	nt	nt	-2.3	1	-4.6	1557	1.0
O=C(NCc1ccco1)c1cccc(NC(=O)c2ccccc2)c1	1.0	5.2	0.0978	1	17.0	89.2	24.1	0.8	18.0	1781	7.2
CC(=O)Nc1c(C(=O)c2ccccc2)oc2ccccc12	3.5	1.1	-0.367	1	26.4	80.0	4.2	0.9	5.2	1470	-8.2
O=c1cc(O)n(-c2ccc(Cl)cc2)c(=S)[nH]1	4.9	-7.0	0.836	1	2.3	98.1	-5.1	0.4	nt	1770	8.6
Cc1ccc(CC(=O)O/N=C(\N)Cc2ccc([N+](=O)[O-])cc2)cc1	3.4	2.1	nt	1	4.6	96.1	-0.1	1	-2.3	1571	-1.9
CN1CCc2c(c3c(n2C)CCN(C)[C@@H]3c2cccnc2)[C@H]1c1cccnc1	-4.8&7.4	2.0&2.9	0.0117&-0.336	1&1	-1.2&7.0	105.0&94.8	-1.4&-1.2	1.1&1.2	-6.1&-20.3	1332&1636	-0.6&1.9
NC1=NC(=O)/C(=C\c2cccs2)S1	13.8	8.3	nt	1	7.7	101.4	-5.3	0.9	11.3	1710	10.4
Clc1cc(Br)ccc1OCCOCCN1CCOCC1	3.1	-10.1	-0.361	1	3.8	100.4	-9.2	0.9	6.6	1653	-0.8
O=C(CSc1nnc(-c2ccco2)n1-c1ccccc1)N1CCc2ccccc21	13.1	5.8	nt	nt	-1.0	106.2	10.1	nt	nt	1562	1.8
COc1ccccc1N1CCN(C(=O)c2cc3sccc3n2C)CC1	0.9	6.0	nt	1	-0.8	104.8	-2.5	1	1.5	1633	-3.2
CCOc1ccc(NC(=O)NCCCN2CCCC2)cc1	-1.6	-3.8	-0.745	1.1	5.9	100.0	-1.9	0.9	7.3	1409	-4.4
C=CCNC(=O)c1c(C(F)(F)F)nn(C)c1Cl	-2.6	1.6	0.532	1	-15.7	119.9	1.3	1	-1.7	1565	-3.8
CCN(CC)S(=O)(=O)c1ccc(C(=O)NCCCN=C2NS(=O)(=O)c3ccccc32)cc1	3.3	15.6	1.14	1	3.4	99.8	11.2	0.9	7.8	1656	11.7
Cc1cc2cc(CNC(=S)Nc3ccc(OC(F)F)cc3)ccc2[nH]1	-0.5	4.0	-0.135	1.1	0.1	99.8	-4.0	0.8	16.4	1357	6.0
COc1ccc(NC(=O)O/N=C2/CCCc3ccc(OC)cc32)cc1	4.1	2.0	0.00707	1.1	10.5	95.4	-2.9	0.9	14.0	1562	-0.4
COC(=O)NC1CSCC1OC(=O)c1ccc(Br)cc1 (stereo unspecified)	1.6	-3.5	nt	1	-4.5	107.4	0.2	0.9	9.2	1607	-0.7
COc1ccc2c(c1)-c1c(ssc1=S)C(C)(C)N2C(=O)CSC1=NCCS1	0.2	4.8	nt	1	-0.1	104.9	7.6	0.6	35.5	1589	0.9
CC(O)(C#CCN1CCCC1)c1ccccc1 (stereo unspecified)	-2.4	9.6	nt	1	3.8	100.0	-2.6	0.9	8.9	1657	5.4
COCCNC(=O)CSc1nc2cc(OC)c(OC)cc2c(=O)n1CCc1ccc(S(N)(=O)=O)cc1	7.8	2.9	0.601	1	8.0	100.3	-3.1	1.2	-24.6	1628	13.3
COC(=O)C1=C(C(=O)c2ccccc2)C(c2cccs2)n2nnnc2N1 (stereo unspecified)	0.7	0.1	0.189	1	-2.7	100.9	0.0	1	1.6	1657	6.2
Cc1cccc(C)c1NCc1nnc(SCC(=O)Nc2nc(-c3ccccc3)cs2)n1-c1ccccc1	-1.4	0.5	0.517	1	-12.3	107.8	6.2	0.9	14.0	1596	-3.0

7 of the compounds above, with values under each structure:
Below each compound: PPARg SRC1 recr | PPARg SRC-3 ag | ROMK mod | TNAP act hi DEA | STAT3 blocker | STAT3 act | STAT1 inh | bIAP act | bIAP inh | TR-FRET SRC-2 ct | PPARg SRC2 recr
CCOc1ccc(NC(=O)NCCCN2CCCC2)cc1
  -1.6 | -3.8 | -0.745 | 1.1 | 5.9 | 100.0 | -1.9 | 0.9 | 7.3 | 1409 | -4.4
C=CCNC(=O)c1c(C(F)(F)F)nn(C)c1Cl
  -2.6 | 1.6 | 0.532 | 1 | -15.7 | 119.9 | 1.3 | 1 | -1.7 | 1565 | -3.8
CCN(CC)S(=O)(=O)c1ccc(C(=O)NCCCN=C2NS(=O)(=O)c3ccccc32)cc1
  3.3 | 15.6 | 1.14 | 1 | 3.4 | 99.8 | 11.2 | 0.9 | 7.8 | 1656 | 11.7
Cc1cc2cc(CNC(=S)Nc3ccc(OC(F)F)cc3)ccc2[nH]1
  -0.5 | 4.0 | -0.135 | 1.1 | 0.1 | 99.8 | -4.0 | 0.8 | 16.4 | 1357 | 6.0
COc1ccc(NC(=O)O/N=C2/CCCc3ccc(OC)cc32)cc1
  4.1 | 2.0 | 0.00707 | 1.1 | 10.5 | 95.4 | -2.9 | 0.9 | 14.0 | 1562 | -0.4
COC(=O)NC1CSCC1OC(=O)c1ccc(Br)cc1 (stereo unspecified)
  1.6 | -3.5 | nt | 1 | -4.5 | 107.4 | 0.2 | 0.9 | 9.2 | 1607 | -0.7
COc1ccc2c(c1)-c1c(ssc1=S)C(C)(C)N2C(=O)CSC1=NCCS1
  0.2 | 4.8 | nt | 1 | -0.1 | 104.9 | 7.6 | 0.6 | 35.5 | 1589 | 0.9

(list continues)
SMILES	PPARg SRC1 recr	PPARg SRC-3 ag	ROMK mod	TNAP act hi DEA	STAT3 blocker	STAT3 act	STAT1 inh	bIAP act	bIAP inh	TR-FRET SRC-2 ct	PPARg SRC2 recr
Cc1cc(-c2ccccc2)nc(N(C)C)c1S(C)(=O)=O	1.5	3.1	-0.808	1	9.7	95.8	-12.8	1	-4.0	1611	2.6
O=C(Nc1ccc2c(c1)OCCO2)c1ccc(Cl)c(S(=O)(=O)N2CCOCC2)c1	5.3	3.4	-0.622	1	8.2	95.5	-5.0	1	-0.3	1634	2.5
CS(=O)(=O)N(Cc1ccc(C(=O)Nc2ccccc2Sc2ccccc2)cc1)c1ccccc1	-7.5	3.0	nt	1.1	0.7	99.7	5.1	0.9	14.3	1343	2.5
O=S(=O)(c1cccc(-c2csc(-c3cccnc3)n2)c1)N1CCCCC1	11.6	-2.6	0.0971	1	8.1	93.7	9.3	0.9	13.8	1429	-5.2
Cc1nnc(NCCO)c2ccccc12	-2.6	-2.1	-0.921	1.1	-5.0	104.4	-5.5	1	4.0	1672	5.7
Brc1ccc(CSc2nnc3ccccn23)cc1	1.1	0.3	0.56	1	16.8	87.0	-19.3	1	4.6	1408	3.1
CCOc1ccc2cc(S(=O)(=O)N3CCOCC3)ccc2c1	5.0	6.5	nt	1	-2.2	103.4	10.3	0.9	8.3	1510	9.1
CCn1nnc(-c2ccccc2NC(=O)c2cc(OC)c(OC)c(OC)c2)n1	-1.7	2.2	nt	1.1	18.1	89.6	-1.0	1	-3.7	1622	4.7
COc1ccc(OC)c(C2C(C(C)=O)=C(O)C(=O)N2c2ccc(F)cc2)c1 (stereo unspecified)	4.8	6.3	nt	1.1	4.6	99.8	-4.2	1	-3.0	1546	8.6
O=C(COC(=O)c1cnccn1)c1ccc(Br)cc1	-4.0	1.2	nt	1.1	2.4	104.2	-2.0	0.8	18.6	1320	-3.2
O=C1Nc2ccccc2/C1=C\c1cccn1-c1ccc(OC(F)(F)F)cc1	-10.6	-12.6	nt	0.9	8.1	98.1	-1.8	0.6	40.8	1400	-6.8
C[C@@H]1C(=O)O[C@@H]2CC34[C@H]5C[C@@H](C(C)(C)C)C36[C@H](OC(=O)[C@@H]6O)OC4(C(=O)O5)[C@@]12O (stereo partly specified)	7.4	2.1	0.0679	1	7.0	91.7	7.1	1	3.9	1451	9.6
Cc1ccc(C(=O)NCCCN2CCOCC2)o1	-4.8	8.8	nt	1	10.6	94.6	-0.9	1	2.6	1469	1.0
Cc1nccn1S(=O)(=O)c1cc([N+](=O)[O-])ccc1Cl	-3.2	-1.8	0.529	1	-4.6	101.6	-1.8	1	-1.9	1514	-1.1
CCOC(=O)C1C2C=CC3(CN(Cc4ccco4)C(=O)C13)O2 (stereo unspecified)	-4.3	-5.5	-1	1	9.4	94.8	-2.5	0.9	11.9	1390	-5.9
CC(=O)c1c(C)[nH]c(C(=O)Nc2c(C)n(C)n(-c3ccccc3)c2=O)c1C	6.1	6.9	nt	1.1	1.6	100.9	0.7	1	-0.4	1557	6.8
CCCc1cc(=O)[nH]c(Nc2ccc(Cl)cc2)n1	7.7	2.8	-1.12	1	9.6	97.6	8.2	1.1	-12.8	1744	10.2
COc1ccccc1N1CCN(C(=O)/C=C/c2ccco2)CC1	0.5	2.5	0.956	1	2.8	105.3	-8.8	0.8	22.7	1496	10.8
CC12CN(NC(=O)c3ccc(Cl)cc3)C3(C#N)CC1CCC23C (stereo unspecified)	6.8	1.2	-0.504	1.1	-0.3	104.3	-1.6	1.1	-5.3	1554	3.6
COc1cc2c(cc1OC)-c1nncn1C(C)(C)C2	8.4	-0.3	nt	1	0.3	103.4	0.2	0.9	6.5	1360	1.3
COc1ccc(/C(N)=N/OC(=O)CCCc2ccccc2)cc1OC	-0.3	-7.1	-0.425	1	5.9	98.2	3.1	0.9	9.4	1711	-4.5
Cc1ccc(N(C(=O)Cn2nnc(-c3ccc(F)cc3)n2)C(C(=O)NC(C)(C)C)c2ccncc2)cc1 (stereo unspecified)	-2.9	-3.6	-0.871	1	-16.0	119.6	6.0	1.2	-21.7	1421	3.5
COc1ccc(NC(=O)[C@@H](NC(=O)c2ccccc2F)C(C)C)cc1S(=O)(=O)N1CCOCC1	0.6	1.9	0.146	1	4.5	97.3	6.9	1	0.3	1541	3.6
CC(=O)C1=C(O)C(=O)N(c2cccc(C(=O)O)c2)C1c1ccccc1F (stereo unspecified)	3.8	-0.7	-0.713	1	1.2	101.6	-2.1	0.9	13.3	1446	-4.6
